Screening results as filed in PubChem.
tim23-1 inh: growth inhibitors of tim23-1 mutant yeast, primary screen, luminescence, uHTS. inhibition, % at 20 µM. S. cerevisiae tim23-1 growth, BacTiter-Glo luminescence, 24 h. 330,000 tested, 1.3% active;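 active means growth inhibition of the mutant yeast at or above 50%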;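 further: temperature-sensitive mutant grown at 25 °C; plate controls were DMSO-treated mutant yeast for no effect and medium wells lacking yeast for full effect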
697 NFkB inh: inhibitors of PMA/ionomycin-induced NF-kB reporter, 697 cells, primary screen, B-cell NF-kB inhibitor project, cell-based, luminescence, uHTS. 697 B-cell NF-kB luciferase reporter, 16 h. inhibition, % at 4 µM. 330,000 tested, 0.33% active. AID 435022, 2010; in the data active means inhibition above about 35%
Jurkat NFkB inh: inhibitors of induced NF-kB luciferase reporter, primary screen, TCR NF-kB activation inhibitor project, cell-based, luminescence, uHTS; Jurkat, PMA/ionomycin-induced NF-kB luciferase reporter; inhibition, % at 4 µM; 330,000 tested, 0.53% active; AID 435003, 2010; in the data active means inhibition above about 50%
APJ agonist: agonists of human apelin receptor APJ, primary screen, CHO-K1 cells, PathHunter beta-arrestin, luminescence | 0% DMSO wells, 100% apelin | activation, % at 20 µM | 330,000 tested, 0.11% active | AID 2520, 2010;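 active means activation more than six SD over the plate average, tested at 20 µM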;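 further: 0% = DMSO alone and 100% = apelin-13 at 10 nM; some results filed as inactive read as strong as hits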
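Assay system: CHO-K1 cells stably expressing ProLink-tagged human APJ and arrestin–beta-gal acceptor. Compound dosing: 20 µM single point, 1% DMSO. Times: 16-18 h seeding, 90 min dark compound exposure, 60 min detection. Detection: beta-gal luminescence. Evaluation: APJ–arrestin association signal. Controls: negative DMSO alone, positive Apelin-13 at 10 nM.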
APJ antag: antagonists of human apelin receptor APJ, primary screen, CHO-K1 cells, beta-arrestin complementation, luminescence | AID 2521, 2010 | inhibition, % at 20 µM | 330,000 tested, 0.32% active;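 active means inhibition above about 40% at 20 µM, limit read from the data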;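 further: cells challenged with 10 nM apelin-13 agonist together with compound; plate controls were apelin-13 plus DMSO wells for no effect and DMSO wells lacking apelin-13 for full effect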
UPR XBP1 act: activators of adaptive XBP1 UPR arm, primary screen, cell-based, CHO-XBP1 luciferase reporter, luminescence, uHTS. 330,000 tested, 0.33% active. IRE1-XBP1 UPR activation; percent of tunicamycin response, DMSO as zero. activation, % at 20 µM;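 active means versus positive control, 20 µM dose yields 30% or more activation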;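 further: 100% = tunicamycin at 10 µg/mL and 0% = DMSO only wells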
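Material: CHO-XBP1 cells stably carrying IRE1-XBP1-driven luciferase reporter | Medium: F12 with 10% serum | Compound dosing: 20 µM single concentration, DMSO 1% | Incubation: Overnight seeding at 37 °C, 6 h compound treatment at 37 °C | Detection: Steady-Glo luminescence read | Read-out basis: % activation of reporter signal versus tunicamycin and DMSO controls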
Mdm2-MdmX inh: inhibitors of human Mdm2-MdmX association, primary screen, cell-based, luminescence, split luciferase, SaOS-2, uHTS | Protein Mdm4 (Homo sapiens) + E3 ubiquitin-protein ligase Mdm2 (Homo sapiens), … | SaOS-2 split-luciferase Mdm2/MdmX complementation | inhibition, % at 8 µM | 330,000 tested, 3% active;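 active means inhibition of at least 50% at 8 µM in the primary screen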
Target sequence (O15151 whole entry, looked up): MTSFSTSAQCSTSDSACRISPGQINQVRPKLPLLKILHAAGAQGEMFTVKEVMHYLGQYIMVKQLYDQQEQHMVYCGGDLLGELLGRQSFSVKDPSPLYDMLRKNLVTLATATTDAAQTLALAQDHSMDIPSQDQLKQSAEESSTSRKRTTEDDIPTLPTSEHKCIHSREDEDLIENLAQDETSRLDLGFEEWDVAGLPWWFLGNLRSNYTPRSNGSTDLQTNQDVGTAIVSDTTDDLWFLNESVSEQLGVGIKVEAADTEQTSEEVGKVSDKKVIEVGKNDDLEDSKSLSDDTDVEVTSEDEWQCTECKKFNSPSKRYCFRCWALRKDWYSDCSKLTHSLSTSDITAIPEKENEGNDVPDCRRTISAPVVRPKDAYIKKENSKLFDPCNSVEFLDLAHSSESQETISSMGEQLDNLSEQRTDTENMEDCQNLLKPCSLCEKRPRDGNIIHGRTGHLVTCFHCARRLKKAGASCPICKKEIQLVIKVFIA
Target sequence (Q00987 whole entry, looked up): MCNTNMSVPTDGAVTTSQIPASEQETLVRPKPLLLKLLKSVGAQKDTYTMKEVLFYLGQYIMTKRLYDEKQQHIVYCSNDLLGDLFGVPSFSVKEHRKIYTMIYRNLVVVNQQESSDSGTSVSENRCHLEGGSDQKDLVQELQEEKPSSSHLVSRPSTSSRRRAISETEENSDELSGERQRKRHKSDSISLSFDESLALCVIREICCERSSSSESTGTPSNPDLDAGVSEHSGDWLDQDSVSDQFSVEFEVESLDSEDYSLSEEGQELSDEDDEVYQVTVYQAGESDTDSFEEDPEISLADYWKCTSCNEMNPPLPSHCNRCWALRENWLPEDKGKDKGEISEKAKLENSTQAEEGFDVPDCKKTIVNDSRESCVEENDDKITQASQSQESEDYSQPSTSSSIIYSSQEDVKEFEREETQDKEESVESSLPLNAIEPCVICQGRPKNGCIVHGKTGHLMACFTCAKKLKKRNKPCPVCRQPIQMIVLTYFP
UPR CHOP act: activators of apoptotic CHOP UPR arm, primary screen, cell-based, CHO-CHOP luciferase reporter, luminescence, uHTS | UPR activation; percent of tunicamycin response over DMSO baseline | activation, % at 10 µM | 330,000 tested, 0.34% active | AID 449763, 2010;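 active means at 10 µM dose, activation of 40% or more, normalized to positive control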;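 further: 100% = tunicamycin at 10 µg/mL and 0% = DMSO alone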
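Test system: CHO CHOP reporter cells. Input: 500 CHO-CHOP cells per well. Medium: F12 with 10% FBS. Technique: luciferase luminescence. Measure: percent activation relative to tunicamycin control. Dosing: 10 µM compound, 0.5% DMSO. Timing: 16-18 h cell attachment, then 6 h compound exposure, 37 °C.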
* = called active by the depositor.

Letters – A = tim23-1 inh; B = 697 NFkB inh; C = Jurkat NFkB inh; D = APJ agonist; E = APJ antag; F = UPR XBP1 act; G = Mdm2-MdmX inh; H = UPR CHOP act
canonical_smiles: CCS(=O)(=O)Nc1cccc(C2=NN(C(C)=O)C(c3cccs3)C2)c1 (configuration not stated)
  A: 0; B: -4; C: -19; D: -2; E: 4; F: -3; G: 9; H: -1.7

canonical_smiles: Cc1ccc(Cl)cc1NC(=S)N/N=C/c1cccc2ccccc12
  A: 21; B: -22; C: 50; D: -3; E: -14; F: 19; G: 40; H: -0.4

canonical_smiles: COC(=O)c1c(NC(=O)CSc2nnnn2-c2ccccc2)sc2c1CCC(C(C)(C)C)C2 (configuration not stated)
  A: 13; B: -36; C: -8; D: 0; E: -17; F: 0; G: -3; H: -0.6

canonical_smiles: COc1cc(CCC(=O)NC2(C)CCS(=O)(=O)C2)cc(OC)c1OC (configuration not stated)
  A: -9; B: -17; C: 3; D: -1; E: 16; F: -3; G: 0; H: -1.5

canonical_smiles: COc1ccc(OC)c(CCNC(=O)CCC(=O)N2CCOc3ccc(C)cc32)c1
  A: 14; B: -5; C: -3; D: 6; E: -5; F: -2; G: -4; H: 0.6

canonical_smiles: O=C(NCC1CCCO1)c1cc2ccccc2nc1Cl (configuration not stated)
  A: -3; B: -13; C: -4; D: -1; E: 19; F: 2; G: 13; H: -0.2

canonical_smiles: Cc1noc(C)c1C(=O)N1CCC(C(=O)c2ccc(F)cc2F)CC1
  A: 10; B: 5; C: 3; D: -3; E: 6; F: 0; G: 17; H: 1.9

canonical_smiles: COc1ccc(CCNC(=O)c2cc(=O)n(C)c(=O)n2C)cc1OC
  A: -1; B: 12; C: 9; D: -1; E: -1; F: 0; G: 15; H: 0.7

canonical_smiles: Cc1ccc(-n2nc(C)c3c2NC2=C(C(=O)CC(C)(C)C2)C3c2ccccc2OCC(=O)O)cc1 (configuration not stated)
  A: 7; B: 16; C: 5; D: -5; E: -10; F: -3; G: -9; H: -1.0

canonical_smiles: O=C(CCN1CCOCC1)c1ccc(Cl)cc1
  A: 14; B: 15; C: -5; D: -3; E: 4; F: -2; G: 3; H: 4.6

canonical_smiles: CC(=O)NCCc1ccc(S(=O)(=O)N2CCOCC2)cc1
  A: -6; B: 9; C: 11; D: -4; E: 17; F: -2; G: 24; H: 0.3

canonical_smiles: Cn1c(=O)c2ncn(CC(=O)N=Nc3c(O)[nH]c4ccccc34)c2n(C)c1=O
  A: 21; B: 3; C: -3; D: -6; E: 11; F: -1; G: 4; H: -0.3

canonical_smiles: COc1cc2c(cc1OC)CN(CC(=O)Nc1ccc3c(c1)OCO3)CC2
  A: -17; B: -12; C: -41; D: -1; E: 11; F: -1; G: -28; H: -0.9

canonical_smiles: Cc1ccccc1OC(=O)C1C(c2ccccc2)C(C(=O)O)C1c1ccccc1 (configuration not stated)
  A: 4; B: -18; C: -1; D: 0; E: -10; F: -3; G: 18; H: -0.2

canonical_smiles: COC(=O)c1cn(Cc2ccccn2)c(=O)c2ccccc12
  A: -3; B: 5; C: -10; D: -3; E: 11; F: 0; G: -4; H: -1.2

canonical_smiles: COc1cccc(NC(=O)c2ocnc2C)c1
  A: 17; B: -5; C: -21; D: -2; E: 12; F: 1; G: 2; H: 4.5

canonical_smiles: CCOC(=O)Cc1csc(Nc2c(C)n(C)n(-c3ccccc3)c2=O)n1
  A: 8; B: -22; C: -5; D: 1; E: 11; F: 1; G: -23; H: 0.0

canonical_smiles: COc1cc2c(cc1OC)C(C1C(=O)CCCC1=O)N(C(=O)CCl)CC2 (configuration not stated)
  A: 4; B: 21; C: -10; D: 2; E: 0; F: -3; G: 10; H: -1.2

canonical_smiles: CSc1ccccc1-n1nnnc1SCC(=O)Nc1cc(C)ccc1C
  A: 14; B: 9; C: 6; D: -2; E: -17; F: 2; G: 14; H: -1.1

canonical_smiles: Cc1ccc(-n2c(C)cc(C(=O)COC(=O)c3ccc[nH]c3=O)c2C)cc1C
  A: -13; B: -9; C: -8; D: -3; E: 15; F: 0; G: -10; H: 0.0

canonical_smiles: Cc1ccc(NC(=O)/C(=C\c2ccco2)NC(=O)c2ccco2)cc1
  A: 9; B: 7; C: -6; D: -2; E: 17; F: -4; G: 28; H: 0.9

canonical_smiles: CC1(C(=O)NCCc2c[nH]c3ccccc23)C=CC2(CCCCC2)N1C(=O)c1ccccc1 (configuration not stated)
  A: 27; B: -6; C: 2; D: -1; E: 14; F: -3; G: 6; H: 1.2

canonical_smiles: Cc1onc(-c2ccccc2Cl)c1C(=O)NC(=S)Nc1ccc(C(C)C)cc1
  A: 17; B: -17; C: -8; D: -2; E: 10; F: -3; G: 20; H: -1.1

canonical_smiles: Cc1noc(C(=O)Nc2cccnc2)c1Cl
  A: 6; B: 13; C: -4; D: -2; E: 2; F: -1; G: 8; H: 0.3

canonical_smiles: Cc1nn(CC(=O)c2ccccc2)c(=O)c2nn(-c3ccccc3F)c(C)c12
  A: 14; B: 17; C: 2; D: -2; E: 14; F: -2; G: -10; H: 0.5

Among those listed so far, these contain a Cl atom:
Letters – A = tim23-1 inh; B = 697 NFkB inh; C = Jurkat NFkB inh; D = APJ agonist; E = APJ antag; F = UPR XBP1 act; G = Mdm2-MdmX inh; H = UPR CHOP act
canonical_smiles: Cc1ccc(Cl)cc1NC(=S)N/N=C/c1cccc2ccccc12
  A: 21; B: -22; C: 50; D: -3; E: -14; F: 19; G: 40; H: -0.4

canonical_smiles: O=C(NCC1CCCO1)c1cc2ccccc2nc1Cl (configuration not stated)
  A: -3; B: -13; C: -4; D: -1; E: 19; F: 2; G: 13; H: -0.2

canonical_smiles: O=C(CCN1CCOCC1)c1ccc(Cl)cc1
  A: 14; B: 15; C: -5; D: -3; E: 4; F: -2; G: 3; H: 4.6

canonical_smiles: COc1cc2c(cc1OC)C(C1C(=O)CCCC1=O)N(C(=O)CCl)CC2 (configuration not stated)
  A: 4; B: 21; C: -10; D: 2; E: 0; F: -3; G: 10; H: -1.2

canonical_smiles: Cc1onc(-c2ccccc2Cl)c1C(=O)NC(=S)Nc1ccc(C(C)C)cc1
  A: 17; B: -17; C: -8; D: -2; E: 10; F: -3; G: 20; H: -1.1

canonical_smiles: Cc1noc(C(=O)Nc2cccnc2)c1Cl
  A: 6; B: 13; C: -4; D: -2; E: 2; F: -1; G: 8; H: 0.3

Continued:
structure	tim23-1 inh	697 NFkB inh	Jurkat NFkB inh	APJ agonist	APJ antag	UPR XBP1 act	Mdm2-MdmX inh	UPR CHOP act
O=C(COC(=O)c1c(Cl)cccc1Cl)NCc1cccs1	29	-11	13	-5	-1	0	-6	-0.8
COc1cc(C)c(COc2ncnc3ccccc23)cc1OC	16	-11	15	-3	-2	0	21	-0.1
O=C(NCC(=O)N(Cc1ccco1)C(C(=O)NC1CCCCC1)c1cccnc1)c1cccs1 (configuration not stated)	7	-22	-4	-7	-6	-2	10	-0.2
COc1nc(Oc2ccc(/C=N/O)cc2)nc(N(C)C)n1	16	4	4	-3	9	1	15	4.1
CCN1CCN(C(=O)Cn2nc(C)n3c(cc4c(OC)cccc43)c2=O)CC1	10	-25	-11	0	-24	-3	7	-1.0
N#Cc1ccc(CSc2ncnc3c2cnn3Cc2ccccc2)cc1	0	10	26	-2	-21	-2	-21	-2.0
Cc1ccc(OCc2cc(C(=O)NCc3cn4ccccc4n3)no2)cc1C	9	-36	-6	-3	2	4	5	1.9
Cc1cc(Cl)nc(-c2ccccc2O)n1	-2	7	7	-2	-11	-2	-1	1.3
COc1ccccc1Cn1c(=S)[nH]c2cc(C(=O)NCC(OC)OC)ccc2c1=O	-7	8	-2	0	13	-3	16	-1.0
CCC(CC)c1nc(C#N)c(NCc2ccccc2)o1	31	-7	17	3	3	-2	0	-1.3
COc1ccc(C(C)=O)cc1COC(=O)CNC(=O)c1ccc(F)cc1	8	3	9	2	-5	0	18	1.1
Cc1cc(OCC(=O)N(C)C2CCCCC2)ccc1Cl	22	-169	-118	-3	-2	-2	-10	0.4
O[C@@H](CNC[C@H](O)c1ccccc1)c1ccccc1	5	5	-5	-2	3	1	3	-1.6
Cn1c(=O)c(-c2ccccc2)nc2ccccc21	18	-15	-19	-1	4	2	-4	-0.2
O=C(c1ccc(C(F)(F)F)cc1)C1CCCN(C(=O)CN2CCCC2=O)C1 (configuration not stated)	9	-17	-9	0	3	4	-26	0.8
N=C(c1cccc([N+](=O)[O-])c1)N1CCCCC1	13	12	-6	-2	-3	-3	-4	-1.3
C/C(=N\NC(=O)c1c(Cl)cnn1C)c1cccnc1	-7	-10	7	-2	9	1	12	0.5
COc1ccc(C)cc1-n1nnnc1SCC(=O)NC1CCS(=O)(=O)C1 (configuration not stated)	-4	23	6	-1	22	0	4	1.8
COc1ccccc1CC(=O)N1CCCc2ccccc21	24	-10	-19	-1	-4	-1	-23	-0.3
Cc1ccc(C(=O)N2CCN(c3ccc(NC(=O)COc4ccccc4C)cc3)CC2)cc1	37	-17	10	0	-25	-5	13	-0.9
COc1ccc(OCC(=O)N(Cc2ccco2)C2CCS(=O)(=O)C2)cc1 (configuration not stated)	15	-7	-8	2	8	3	3	-0.3
Nc1ccc(CN2CCCCCC2)cc1	9	-19	-8	-2	2	-2	-13	-0.8
O=C(N/N=C/C=C/c1ccccc1[N+](=O)[O-])c1cccs1	8	-1	7	-1	-2	0	11	3.7
CCOc1ccc(CCNC(=O)COC(=O)c2oc3ccccc3c2COC)cc1OCC	25	9	17	-5	6	-2	2	-1.1
CCC(C(=O)NC1CCCC1)N(Cc1ccco1)C(=O)CNS(=O)(=O)c1ccccc1 (configuration not stated)	9	21	-12	-4	7	-1	7	1.7
COc1cc2c(cc1OC)CN(CC(=O)Nc1ccc(C)cc1)CC2	-13	-3	2	-3	7	1	-23	-0.8
Cc1ccc(S(=O)(=O)N2c3ccc(S(N)(=O)=O)cc3CC2C)cc1 (configuration not stated)	-1	-6	-1	-5	-5	2	8	-3.2

A draw from above in order of heavy-atom count, rising.
structure	tim23-1 inh	697 NFkB inh	Jurkat NFkB inh	APJ agonist	APJ antag	UPR XBP1 act	Mdm2-MdmX inh	UPR CHOP act
CCS(=O)(=O)Nc1cccc(C2=NN(C(C)=O)C(c3cccs3)C2)c1 (configuration not stated)	0	-4	-19	-2	4	-3	9	-1.7
COc1ccc(C(C)=O)cc1COC(=O)CNC(=O)c1ccc(F)cc1	8	3	9	2	-5	0	18	1.1
Cc1onc(-c2ccccc2Cl)c1C(=O)NC(=S)Nc1ccc(C(C)C)cc1	17	-17	-8	-2	10	-3	20	-1.1
